CBFb-RUNX1 inh: qHTS Assay for Compounds Blocking the Interaction Between CBF-beta and RUNX1 for the Treatment of Acute Myeloid Leukemia; AID 1477, 2009; 230,000 tested, under 10 active; Runt-related transcription factor 1 (Homo sapiens) + Core-binding factor subunit beta …; AlphaScreen CBFb-His/RUNX1-biotin binding, biochemical; Potency, µM (top dose mostly 59.8 µM), for inactives: at the highest dose activity, negative = inhibition, most hits filed as inhibitors; further: % of control where 0% means no effect
Target sequence (Q01196 whole entry, looked up): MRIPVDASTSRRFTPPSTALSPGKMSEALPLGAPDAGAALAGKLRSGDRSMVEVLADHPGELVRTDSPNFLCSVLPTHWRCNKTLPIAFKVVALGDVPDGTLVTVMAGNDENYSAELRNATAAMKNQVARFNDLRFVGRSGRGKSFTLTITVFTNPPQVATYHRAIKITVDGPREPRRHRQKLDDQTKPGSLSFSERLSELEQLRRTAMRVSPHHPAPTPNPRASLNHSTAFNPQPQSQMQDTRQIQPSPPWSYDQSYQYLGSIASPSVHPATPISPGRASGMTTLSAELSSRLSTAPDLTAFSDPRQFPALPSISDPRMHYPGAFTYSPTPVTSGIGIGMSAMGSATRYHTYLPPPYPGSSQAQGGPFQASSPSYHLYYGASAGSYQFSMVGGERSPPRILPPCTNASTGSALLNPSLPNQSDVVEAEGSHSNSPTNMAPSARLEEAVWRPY
Target sequence (Q13951 whole entry, looked up): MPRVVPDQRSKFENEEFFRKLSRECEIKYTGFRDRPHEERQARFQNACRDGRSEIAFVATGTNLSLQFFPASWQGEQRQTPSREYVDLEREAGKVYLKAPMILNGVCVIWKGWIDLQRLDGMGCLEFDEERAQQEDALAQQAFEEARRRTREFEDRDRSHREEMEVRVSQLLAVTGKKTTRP
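CBF-beta (His) and RUNX1 (biotin), 30 nM each; 20 min preassociation; + compound, 15 min; + beads 50 ng each (Ni, streptavidin), 90 min; RT; AlphaScreen read.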
Epigenetic derep: Quantitative High-Throughput Screen for Regulators of Epigenetic Control; murine LDR cells, GFP reporter derepression, 30 h; Potency, µM (titrated, usually from 53.9 µM), inactives show at the top dose GFP activation, actives largely listed as activators; 280,000 compounds, 0.2% hits; AID 1865, 2009; further: potency means the concentration at half of the fitted maximal effect; % of control where 0% means no effect; nearly all actives have a fitted effect of over 60% in size
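Derepression of a silenced CMV-GFP reporter in murine LDR cells is scored by enumerating GFP-positive cells with a laser-scanning microplate cytometer after 30 hours of treatment at 37 C.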
TR SRC2 fluor cs: Total Fluorescence Counterscreen for Inhibitors of the Interaction of Thyroid Hormone Receptor and Steroid Receptor Coregulator 2 | TRb/SRC2 Texas Red total fluorescence interference | Potency, µM (titrated, usually from 106 µM), for the others: at the highest dose fluorescence change, negative = quenching | 280,000 compounds, 0.29% hits; active means well fitted curve in either direction with a large enough effect; inconclusive means small, poorly fitted or top-dose-only effect; further: potency means the concentration at half of the fitted maximal effect; on the % scale 0 is the no-effect control and ±100 the full control effect
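Human TRβ ligand-binding domain (0.6 uM) and Texas Red SRC2 peptide (20 nM) in Tris buffer with 1 uM T3 and 5% DMSO were incubated with pinned compound for 5 hr at ambient temperature. Total fluorescence was computed as S + 2P (555/632 nm).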
GLA spleen mod: qHTS Assay for Inhibitors and Activators of Human alpha-Galactosidase From Spleen Homogenate; human spleen homogenate, 4MU-alpha-Gal fluorescence, 40 min; 240,000 compounds, 0.008% hits; AID 2107, 2009; Potency, µM (series often up to 80 µM), for inactives: at the top dose activity change, negative = inhibition, most hits filed as inhibitors;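 further: potency means the concentration at half of the fitted maximal effect; 0% = enzyme with vehicle and -100% = no enzyme basal signal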
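Human spleen homogenate (1 ug) as enzyme source, 4-methylumbelliferyl-alpha-D-galactopyranoside 1 mM final, citrate/phosphate pH 5.0 with 0.01% Tween-20. Compounds 40 min at 37C, NaOH/glycine stop; fluorescence Ex 365/Em 440, Hill-fit AC50.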
Tau fluor cs: Counterscreen qHTS for Inhibitors of Tau Fibril Formation, Fluorescence Polarization. tau K18 P301L Alexa594 fluorescence, heparin fibrillization. Potency, µM (top dose mostly 57.7 µM), inactives show top-dose activity change, negative = decrease. 280,000 compounds, 0.93% hits. AID 1463, 2008; further: potency means the concentration at half of the fitted maximal effect; on the % scale 0 is the no-effect control and ±100 the full control effect; nearly all actives have a fitted effect of over 55% in size
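Human tau K18 P301L (15 uM unlabeled, 0.24 uM Alexa 594-labeled) in 100 mM sodium acetate pH 7 with 20 uM heparin, 6 hr at 37 C. ThT 30 uM added, 1 hr ambient; Alexa 594 FP and total fluorescence read at 555/632 nm.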
Tau fibril FP: qHTS for Inhibitors of Tau Fibril Formation, Fluorescence Polarization. 280,000 compounds, 0.39% hits. Microtubule-associated protein tau (Homo sapiens), P10636. AID 1468, 2008. Potency, µM (doses to about 57.7 µM), for the others: at the highest dose activity, negative = inhibition, hits mostly inhibitors. K18 P301L tau heparin fibrillization, Alexa594 FP, 6 h; further: potency means the concentration at half of the fitted maximal effect; on the % scale 0 is the no-effect control and ±100 the full control effect; nearly all actives have a fitted effect of over 55% in size
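Steps: dispense K18 P301L tau (15 uM plus 0.24 uM Alexa 594 tracer, final) in pH 7 sodium acetate; add compound; add heparin (20 uM final); incubate 6 hr, 37 C; add ThT (30 uM final); after 1 hr ambient, read FP.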
TRb SRC2 PPI: qHTS for Inhibitors of the Interaction of Thyroid Hormone Receptor and Steroid Receptor Coregulator 2. Thyroid hormone receptor beta (Homo sapiens), P10828. TRbeta-SRC2 peptide binding, fluorescence polarization; receptor liganded with 1 µM T3. Potency, µM (top dose mostly 106 µM), for the others: top-dose activity change, negative = inhibition, actives largely listed as inhibitors. 280,000 compounds, 0.065% hits;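 further: potency means the concentration at half of the fitted maximal effect; plate controls were bound peptide for no effect and peptide without receptor for full effect; nearly all actives have a fitted effect of over 50% in size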
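Quantitative HTS by FP: 0.6 uM TRb LBD, 20 nM labeled SRC2 20-mer, 1 uM T3, 5% DMSO; 5 hr ambient incubation; % activity per concentration and potencies from concentration series.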
NPSR antag: qHTS Assay for Antagonists of the Neuropeptide S Receptor: cAMP Signal Transduction. Q6W5P4. CHO-NPSR cells, cAMP TR-FRET, antagonist mode. Potency, µM (highest dose often 38.3 µM), without a hit: top-dose activity change, negative = inhibition, most hits filed as inhibitors. 220,000 compounds, 1% hits. AID 1461, 2008; further: potency means the concentration at half of the fitted maximal effect; on the % scale 0 is the no-effect control and ±100 the full control effect; nearly all actives have a fitted effect of over 50% in size; many of its hits are not listed in these tables
Target sequence (Q6W5P4 whole entry, looked up): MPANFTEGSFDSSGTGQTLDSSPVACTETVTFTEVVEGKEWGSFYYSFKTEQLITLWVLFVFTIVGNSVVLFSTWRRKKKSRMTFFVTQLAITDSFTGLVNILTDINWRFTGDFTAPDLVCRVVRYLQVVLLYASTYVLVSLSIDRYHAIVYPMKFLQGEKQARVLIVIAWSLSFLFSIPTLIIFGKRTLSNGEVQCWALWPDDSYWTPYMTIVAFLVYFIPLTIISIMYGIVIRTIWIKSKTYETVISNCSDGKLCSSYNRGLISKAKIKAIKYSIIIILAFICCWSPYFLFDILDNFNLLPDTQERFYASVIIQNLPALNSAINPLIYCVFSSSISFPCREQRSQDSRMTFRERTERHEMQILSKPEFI
The depositor's hits bear a star; ? = inconclusive; nt = no result given; & = joins results of further samples; [ ] = remark or other dose. Unless noted, the call rests on the fitted dose curve; in most records, active means well fitted curve in the direction sought with a large enough effect; inconclusive means small, poorly fitted or top-dose-only effect, or another doubt; inactive means no such curve, though single readings can be large; an effect the other way counts as inactive or inconclusive. The list is partial; the hit share may differ from the screen's.

SMILES	CBFb-RUNX1 inh	Epigenetic derep	TR SRC2 fluor cs	GLA spleen mod	Tau fluor cs	Tau fibril FP	TRb SRC2 PPI	NPSR antag
CN(C)S(=O)(=O)c1ccc(C(=O)NCCSc2ccc(Br)cc2)cc1	11%	-1.8%	2%	1%	?	-7%	-3%	9%
Cc1cc([N+](=O)[O-])ccc1NCc1cccc([N+](=O)[O-])c1	-13%	-0.4%	-4%	-1%	?	-18%	-2%	-21%[46.1 µM]
COc1ccc(NC(=O)c2[nH]c(C)c(C(C)=O)c2C)cc1Cl	14%	-1.0%	-9%	8%	-28%	5%	-1%	-2%[46.1 µM]
CNS(=O)(=O)c1cccc(C(=O)NCC2(N3CCOCC3)CCCCC2)c1	16%	-2.2%	-1%	3%	-2%	5%	-4%	8%
Cc1ccc(C)n1-c1ccc(C(=O)NC2CCN(Cc3ccccc3)CC2)cc1	-1%	1.9%	-7%	-7%	-3%	-5%	7%	15%
O=c1c(-c2ccccc2)coc2c(CN3CCCC3)c(O)ccc12	6%	0.0%	2%	27%	1%	-5%	-15%	18%[46.1 µM]
NC(=O)NC(=O)Nc1ccccc1Cl	0%	-1.1%	-1%	4%	4%	-7%	-17%	-2%[46.1 µM]
CCCc1cc(=O)[nH]c(SCC(=O)C(C)(C)C)n1	3%	0.0%	0%	2%	-5%	1%	5%	-13%[46.1 µM]
O=C(Nc1ccc2oc(=O)ccc2c1)c1ccccc1[N+](=O)[O-]	11%	0.5%	-1%	4%	-4%	?	-3%	9%
CCC(CC)=NNc1cccc([N+](=O)[O-])c1	-3%	2.0%	-1%	7%	-2%	6%	-6%	0%[46.1 µM]
O=C(c1ccc(F)cc1)C1CCN(CCn2c(=S)[nH]c3ccccc3c2=O)CC1	-2%	12%&1.0%	-4%&0%	8%&4%	-21%&-28%	-6%&-4%	-8%&8%	-35%
Cc1ccc2c(n1)CC(C)(C)CC2=O	-4%	0.0%	0%	-1%	-8%	-11%	-6%	-3%[46.1 µM]
Cc1cc(C)cc(C(=O)NCCCc2ccccc2)c1	10%	-1.9%[10.1 µM]	1%	13%	-10%	-2%	7%	-17%
O=C1COc2ccc(C(=O)COC(=O)c3cccnc3Cl)cc2N1	3%	0.0%	-2%	0%	0%	2%	-1%	-20%
O=C(Cn1nc(-c2ccc3c(c2)OCCO3)ccc1=O)Nc1cccc(NC(=O)c2ccccn2)c1	3%	7.9%	0%	7%	-15%	-12%	5%	3%
CC(=O)NC(NC(C)=O)c1cccc(OCc2ccccc2)c1	6%	0.1%	-2%	-5%	3%	11%	0%	4%
COc1ccc(/C=C/C(=O)OCc2cccc([N+](=O)[O-])c2)cc1	-11%	0.9%	-2%	1%	?	-3%	5%	3%
COc1ccccc1NS(=O)(=O)c1ccc(NN=C2CCCC2)c([N+](=O)[O-])c1	-17%	-0.9%	-1%	-8%	?	12%	-12%	-2%[46.1 µM]
O=C(Cn1c(SCCOc2ccccc2)nc2ccccc21)N1CCOCC1	nt	0.6%	-3%	nt	-12%	-12%	-5%	nt
CC(C)NC(=O)COc1cccc2ccccc12	0%	0.0%	-1%	1%	-4%	1%	0%	13%
COC(=O)c1cn(C)c2ccc(S(=O)(=O)N3CC(C)CC(C)C3)cc2c1=O (stereo not given)	7%	2.1%	-5%	5%	-27%	16%	-6%	?
CCn1cc(C(=O)NCCc2ccccc2)c(=O)c2cc(S(=O)(=O)N3CCc4ccccc4C3)ccc21	nt	0.2%	-1%	nt	-27%	-8%	-2%	nt
O=C(NCc1ccc(F)cc1)C1CCN(S(=O)(=O)N2CCC3(CC2)OCCO3)CC1	2%	1.2%	4%	1%	9%	7%	-16%	-7%[46.1 µM]
O=C1CCCC(O)=C1C=Nc1ccc(O)cc1	-1%	4.7%	1%	4%	-5%	-1%	-5%	-4%[46.1 µM]
COc1cc(NC(=O)c2nc(-c3ccc(Cl)cc3)n3c2CCCCC3)cc(OC)c1OC	nt	-1.2%	3%	nt	-18%	9%	7%	nt
SMILES	CBFb-RUNX1 inh	Epigenetic derep	TR SRC2 fluor cs	GLA spleen mod	Tau fluor cs	Tau fibril FP	TRb SRC2 PPI	NPSR antag
COC(=O)c1ccccc1NC(=O)CN1CCOCC1	6%	-1.0%	-2%	-4%	-7%	-4%	0%	-6%[46.1 µM]
O=C(CCl)Nc1cc(S(=O)(=O)N2CCCCCC2)ccc1Cl	11%	-1.1%	0%	-5%	5%	?	4%	-27%
COc1cc(C(=O)Nc2sc3c(c2C(=O)NCc2ccco2)CCCC3)cc(OC)c1OC	3%	0.7%	1%	6%	-24%	-5%	-7%	-22%[46.1 µM]
CCOc1ccc(C(=O)NC2CCN(S(C)(=O)=O)CC2)cc1	3%	2.0%	-3%	4%	0%	8%	1%	0%[46.1 µM]
O=[N+]([O-])c1ccc(OCC(O)CN(CCO)CCO)cc1 (stereo not given)	-2%	-3.4%	-3%	4%	-3%	-7%	3%	14%
Cc1cc(NC(=O)c2ccccc2[N+](=O)[O-])ccc1Br	6%	-3.8%	0%	-5%	-20%	-1%	4%	-15%
CCc1c(C)nc2nncn2c1Nc1ccc(C)c(F)c1	nt	-1.8%	0%	nt	2%	-2%	-6%	nt
CCNc1oc(COc2cccc(C)c2)nc1C#N	-6%	-4.0%	1%	2%	-15%	-5%	-3%	7%[7.67 µM]
Fc1ccc(C2CC(c3ccco3)=NN2c2ccccc2)cc1 (stereo not given)	-3%	-1.2%	0%	10%	4%	4%	-1%	-26%[46.1 µM]
COc1ccc(NC(=O)Nc2cccc(C(F)(F)F)c2)cn1	-11%	-2.6%	-4%	-6%	?	1%	2%	-17%
COc1ccc(S(=O)(=O)N2CCN(S(=O)(=O)c3ccc4c(c3)OCCO4)CC2)cc1C	-3%	-0.9%	-4%	16%	-15%	-10%	2%	-10%[46.1 µM]
Cc1csc(Sc2ccc(C(=O)OCC(=O)Nc3ccc(F)cc3[N+](=O)[O-])cc2[N+](=O)[O-])n1	-4%	-1.0%	2%	-11%	?	?	0%	3%
CC[C@@H]1C(c2cccc(Cl)c2)=NN(c2ccccc2)[C@H]1C(=O)N1CCOC1=O	?	0.2%	-2%	20%	?	0%[81.3 µM]	12%	nt
Nc1cc(=O)[nH]c(SCC(=O)Nc2cc([N+](=O)[O-])ccc2Cl)n1	-5%	?	-2%	7%	-19%	18%	1%	12%
COc1ccc(S(=O)(=O)N(C)c2ccc(C(=O)NC3CCCC3)cc2)cc1	2%	-0.6%	-1%	2%	-11%	?	5%	-18%
O=[N+]([O-])c1cccc(/C=N/Nc2nc(NCc3ccccc3)nc(N3CCOCC3)n2)c1O	-3%	-0.1%	4%	-6%	-3%[2.34 µM]	-13%[2.34 µM]	-6%	2%
COCCn1c(C(=O)N2CCCC2)cc2c1C[C@H]1CN(C(=O)c3ccccc3)[C@@](Cc3ccc(F)cc3)(C(=O)OC)[C@@H]21	4%[2.36 µM]	-1.2%&-0.9%	-2%&0%	14%&1%	-3%&0%	0%&7%	3%&-4%	-15%
Cn1nnnc1NCc1c(F)cccc1Cl	6%	1.0%	-6%	-7%	2%	?	-5%	4%[46.1 µM]
CCOC(=O)c1ccc(Nc2nnc(C(C)(C)C)c(=O)[nH]2)cc1	7%	?	-3%	8%	-24%	?	8%	-14%[46.1 µM]
O=C(Cc1cccs1)N1CCN(S(=O)(=O)c2ccccc2)CC1	2%	-1.0%	2%	1%	6%	14%	5%	14%
CN(c1ccc(C(=O)NCC2CCCO2)cc1)S(=O)(=O)c1ccccc1 (stereo not given)	-1%	2.0%	-5%	1%	4%	6%	-5%	-5%[46.1 µM]
Cc1c(C)n(Cc2ccc(F)cc2)c2ccc(C(=O)N3CCN(c4ccc(Cl)cc4)CC3)cc12	nt	4.4%	1%	nt	-8%	3%	-1%	nt
CCc1ccccc1NC(=O)CSc1nnc(COc2ccccc2Cl)o1	nt	-1.0%	-3%	nt	-25%	7%	6%	nt
Cc1nc(-c2ccccn2)nc(SCC(=O)N2CCOCC2)c1Cl	14%	-4.2%	-1%	-14%	-13%	-8%	7%	3%
CCOc1ccc(NC(=O)C(C)n2c(=O)cc(C)c3c(C)nn(-c4ccccc4)c32)cc1 (stereo not given)	nt	0.0%	-7%	nt	4%	8%	3%	nt
SMILES	CBFb-RUNX1 inh	Epigenetic derep	TR SRC2 fluor cs	GLA spleen mod	Tau fluor cs	Tau fibril FP	TRb SRC2 PPI	NPSR antag
O=C(CN1CCOCC1)Nc1ncc(Cc2cccc(Cl)c2Cl)s1	-8%	0.0%	1%	-1%	-7%	-3%	10%	8%
CCOC(=O)CNC(=O)c1sc(NC(=O)c2cccc(F)c2)nc1C	22%	-0.1%	-7%	8%	-4%	-4%	-9%	-21%[46.1 µM]
CCOCCCNC(=O)C(=O)NCCCOCC	5%	0.0%	3%	-3%	0%	5%	-4%	26%
Cc1ccc(-n2c(Cn3ncc4ccccc4c3=O)n[nH]c2=S)cc1	14%	-0.1%	-3%	-7%	-3%	-10%	-5%	-5%
Cc1cc(NC(=O)Cn2c(=O)n(Cc3ccccc3)c(=O)c3ccccc32)no1	-6%	0.6%	0%	2%	-27%	-10%	-5%	-11%[46.1 µM]
COc1ccc(-c2csc(NC(=O)COC(=O)Cc3ccc(Cl)cc3Cl)n2)cc1	10%	-1.0%	-1%	-5%	?	?	-14%	3%
